tim23-1 inh – growth inhibitors of tim23-1 mutant yeast, primary screen, luminescence, uHTS; S. cerevisiae tim23-1 growth, BacTiter-Glo luminescence, 24 h; inhibition, % at 20 µM; actives 1.3% (n = 330,000);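 active = growth inhibition of the mutant yeast at or above 50%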;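 note: temperature-sensitive mutant grown at 25 °C; plate controls were DMSO-treated mutant yeast for no effect and medium wells lacking yeast for full effect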
APJ ag – agonists of human apelin receptor APJ, primary screen, CHO-K1 cells, PathHunter beta-arrestin, luminescence; P35414; 0% DMSO wells, 100% apelin; activation, % at 20 µM; actives 0.11% (n = 330,000); AID 2520, 2010;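 active = activation more than six SD over the plate average, tested at 20 µM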;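 note: 0% = DMSO alone and 100% = apelin-13 at 10 nM; some results filed as inactive read as strong as hits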
Target sequence (P35414 whole entry, looked up): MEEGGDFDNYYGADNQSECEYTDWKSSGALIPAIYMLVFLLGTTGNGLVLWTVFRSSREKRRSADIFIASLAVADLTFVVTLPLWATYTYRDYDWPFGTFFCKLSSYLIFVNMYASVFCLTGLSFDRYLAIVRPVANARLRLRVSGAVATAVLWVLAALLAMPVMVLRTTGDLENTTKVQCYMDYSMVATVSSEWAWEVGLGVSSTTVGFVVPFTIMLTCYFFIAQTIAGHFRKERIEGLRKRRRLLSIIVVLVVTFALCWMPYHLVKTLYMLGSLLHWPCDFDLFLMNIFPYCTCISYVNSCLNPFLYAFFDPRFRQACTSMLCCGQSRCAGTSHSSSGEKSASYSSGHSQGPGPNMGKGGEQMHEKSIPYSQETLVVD
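Assay system: engineered CHO-K1 APJ arrestin reporter cells; Amount: 1000 CHO-K1 reporter cells seeded per well; Dosing: one dose, 20 µM compound, 1% DMSO; Times: compound stimulation 90 min at 25 °C, detection 60 min; Measured by: luminescent beta-gal fragment complementation, chemiluminescent substrate; Read-out: APJ–arrestin association signal; Controls: DMSO vs Apelin-13 10 nM.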
TIM10 inh – growth inhibitors of isogenic TIM10 control yeast, primary screen, counter-screen for tim10-1 yeast inhibitor project, luminescence, uHTS. inhibition, % at 10 µM. actives 1.4% (n = 330,000). AID 463195, 2010. S. cerevisiae TIM10 strain growth, BacTiter-Glo luminescence, 24 h;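 active = inhibition of 40% or more at the single tested concentration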;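 note: wild-type TIM10 isogenic control strain grown at permissive 25 °C; 0% = DMSO yeast wells and 100% = minimal medium wells without yeast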
CHOP UPR activ – activators of apoptotic CHOP UPR arm, primary screen, cell-based, CHO-CHOP luciferase reporter, luminescence, uHTS | UPR activation; percent of tunicamycin response over DMSO baseline | activation, % at 10 µM | actives 0.34% (n = 330,000) | AID 449763, 2010;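 active = at 10 µM dose, activation of 40% or more, normalized to positive control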;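 note: 100% = tunicamycin at 10 µg/mL and 0% = DMSO alone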
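measured by = luciferase luminescence | assay system = CHO-CHOP cells, stable luciferase reporter of PERK-eIF2a-CHOP signalling | amount = 500 reporter cells seeded per well | timing = 6 h compound exposure at 37 °C after overnight seeding | controls = positive tunicamycin 10 µg/mL, negative DMSO alone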
Mdm2 MdmX PPI – inhibitors of human Mdm2-MdmX association, primary screen, cell-based, luminescence, split luciferase, SaOS-2, uHTS; Protein Mdm4 (Homo sapiens) + E3 ubiquitin-protein ligase Mdm2 (Homo sapiens), …; SaOS-2 split-luciferase Mdm2/MdmX complementation; inhibition, % at 8 µM; actives 3% (n = 330,000); AID 485346, 2010;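 active = inhibition of at least 50% at 8 µM in the primary screen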
tim10-1 inh – growth inhibitors of tim10-1 mutant yeast, primary screen, luminescence, uHTS | S. cerevisiae tim10-1 ts strain growth, BacTiter-Glo, 24 h | AID 463190, 2010 | actives 2.2% (n = 330,000) | inhibition, % at 20 µM;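 active = inhibition of at least 40%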;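 note: mutant grown at 25 °C; 0% = DMSO wells with yeast and 100% = wells holding no yeast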
NLRP3 yeast inh – NALP3 inflammasome inhibitors in reconstituted yeast, primary screen, luminescence, uHTS; Yeast reconstituted NLRP3/ASC/caspase-1, beta-gal luminescence, 24 h; inhibition, % at 10 µM; actives 0.39% (n = 330,000);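 active = inhibition of 50% or more; inactive = inhibition below 50%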;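 note: plate controls were induced DMSO wells for no effect and uninduced yeast grown without galactose for full effect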
NR3A LBD binder – binders of NR3A ligand-binding domain, primary screen, biophysical, differential scanning fluorimetry, uHTS; NR3A LBD differential scanning fluorimetry, Tm shift; 0% = protein alone, 100% = glycine-bound protein; Tm shift relative to glycine control, % at 25 µM; Glutamate receptor ionotropic, NMDA 3A (GRIN3A) ligand-binding domain; AID 1259313, 2017; actives 2.5% (n = 340,000);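 active = melting temperature shift of at least 10% of the positive control shift, at one fixed dose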
UPR XBP1 act – activators of adaptive XBP1 UPR arm, primary screen, cell-based, CHO-XBP1 luciferase reporter, luminescence, uHTS; actives 0.33% (n = 330,000); IRE1-XBP1 UPR activation; percent of tunicamycin response, DMSO as zero; activation, % at 20 µM;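 active = versus positive control, 20 µM dose yields 30% or more activation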;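 note: 100% = tunicamycin at 10 µg/mL and 0% = DMSO only wells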
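Material: CHO-XBP1 cells stably carrying IRE1-XBP1-driven luciferase reporter / Amount: 1000 cells per well / Compound: 20 µM, 1% DMSO / Times: 6 h treatment, 37 °C / Detection: luciferase luminescence / Measure: % activation of reporter signal versus tunicamycin and DMSO controls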
An asterisk follows results filed as active.

SMILES	tim23-1 inh	APJ ag	TIM10 inh	CHOP UPR activ	Mdm2 MdmX PPI	tim10-1 inh	NLRP3 yeast inh	NR3A LBD binder	UPR XBP1 act
CCN(CC)CCNC(=O)Cn1nc(-c2ccc(C)cc2)ccc1=O	9	2	-10	-2.1	-2	13	-3	-18	2
COc1cccc2cc(C(C)N(CCCN3CCOCC3)C(=S)Nc3ccc(C)cc3)oc12 (stereo not given)	16	-2	5	1.4	-1	19	1	2	-2
Cc1ccccc1Nc1nc(-c2cccnc2)nc2ccccc12	45	-2	-13	-0.2	24	43*	21	1	5
O=C(CSc1nnc(CNc2ccc(Cl)cc2)o1)Nc1nc2c(s1)CCCC2	3	-1	-8	4.0	-7	12	2	3	-5
Clc1ccc(SCCn2ccnc2)cc1	-2	-4	0	0.4	-9	9	-5	0	-1
CC(C)(C)c1ccccc1NC(=O)Cn1cnc2cc([N+](=O)[O-])ccc2c1=O	36	4	25	2.1	26	-11	44	0	2
O=C1CCC(=O)c2oc3ccccc3c2N1	15	-1	2	-2.0	14	2	-6	0	0
O=C(Nc1c(-c2ccccc2)nc2ccc(Cl)cn12)c1cccs1	5	-5	-6	0.4	-13	7	8	-1	-5
CCCC1S/C(=N/N=C/c2ccc(C)cc2)N(Cc2ccc(OC)cc2)C1=O (stereo not given)	7	-5	8	-1.9	13	3	19	1	1
CN(Cc1cccs1)C(=O)COc1cccc(-n2cnnn2)c1	15	-1	4	2.2	-3	4	-4	2	4
COc1ccc(C2=NS(=O)(=O)N(C)C(C(=O)N3CCOCC3)=C2)cc1OC	4	2	-9	0.6	-8	-3	16	-1	-4
CN(CC(=O)Nc1ccc(Cl)cc1)C(=O)COc1ncnc2ccccc12	-3	-1	-9	0.0	16	-8	5	1	-1
O=C(Nc1ccc(Cl)cc1)Nn1cnnc1	-11	0	-1	-1.6	19	-14	16	0	-2
COc1cc(Br)c(CC(=O)O)cc1OC	14	-2	7	-2.3	8	20	-59	0	1
O=C1CCCN1c1ccc(C(=O)N(Cc2nnc(-c3ccc(Cl)cc3)o2)C2CC2)cc1	19	-3	-6	-1.7	-5	7	-5	0	0
c1ccc(Cn2nnnc2-c2ccco2)cc1	-1	-2	1	-1.5	15	2	-33	-1	0
N#CC1=C(N)N(c2ccccc2)C(c2cccc([N+](=O)[O-])c2)C1(C#N)C#N (stereo not given)	6	-1	14	2.9	28	-4	12	-11	1
CC1=NN(c2ccc(S(=O)(=O)O)cc2C)C(=O)C1	-11	-4	-7	-0.6	18	-7	10	3	1
CCCCNC(=S)NNC(=O)c1ccco1	1	-2	6	0.6	5	4	15	1	-1
Clc1ccc2nc(COc3ccccc3)[nH]c2c1	21	-1	-20	3.5	9	-74	34	-16	-2
CN(Cc1ccccc1)c1ccc(C(CC(N)=O)NC(=O)Cc2cccc3ccccc23)cc1[N+](=O)[O-] (stereo not given)	10	-7	6	0.0	16	10	19	-14	-1
O=C1NN(c2cccc(Br)c2)C(=O)/C1=C\c1ccccc1	34	-5	2	3.7	13	-47	21	-10	-1
CCCCC1CCC(C(=O)N(CC(C)C)c2c(N)n(Cc3ccccc3)c(=O)[nH]c2=O)CC1 (stereo not given)	11	6	6	13	97*	13	17	1	-6
Cc1ccc(Nc2nc(-c3ccc(O)c(O)c3)cs2)nc1	-60	1	7	216*	16	-29	11	43*	9
COc1ccc(-c2nc3nc(C)c(Cc4ccccc4)c(=O)n3[nH]2)cc1	-5	0	-17	0.0	-20	-14	24	-2	1
CCN(CC(=O)NC(C)C)Cc1nc2c(Br)cc(Br)cc2c(=O)[nH]1	19	-1	9	-1.4	-16	7	-3	-2	-2
Clc1ccc(Cn2cc(Br)cn2)cc1Cl	11	0	6	3.6	3	4	24	4	2
COc1cc2[nH]c(=O)n(CCCCCC(=O)N3CCN(c4ccccc4)CC3)c(=O)c2cc1OC	1	4	-5	-0.6	5	4	6	1	1
CC(C)CC(NC(=O)C(NC(=O)OC(C)(C)C)C(C)C)C(N)=O (stereo not given)	-3	-3	3	-0.2	24	8	6	0	-3
Cc1ccc(-c2cc(C(=O)NCc3cnn(C)c3C)c3cc(Br)ccc3n2)cc1	21	4	4	6.0	1	26	6	-17	0

An excerpt from above in order of the UPR XBP1 act value, falling.
| molecule | UPR XBP1 act |
| --- | --- |
| Cc1ccc(Nc2nc(-c3ccc(O)c(O)c3)cs2)nc1 | 9 |
| CC1=NN(c2ccc(S(=O)(=O)O)cc2C)C(=O)C1 | 1 |
| O=C1CCCN1c1ccc(C(=O)N(Cc2nnc(-c3ccc(Cl)cc3)o2)C2CC2)cc1 | 0 |
| COc1cccc2cc(C(C)N(CCCN3CCOCC3)C(=S)Nc3ccc(C)cc3)oc12 (stereo not given) | -2 |
| CC(C)CC(NC(=O)C(NC(=O)OC(C)(C)C)C(C)C)C(N)=O (stereo not given) | -3 |

Other results follow.
SMILES	tim23-1 inh	APJ ag	TIM10 inh	CHOP UPR activ	Mdm2 MdmX PPI	tim10-1 inh	NLRP3 yeast inh	NR3A LBD binder	UPR XBP1 act
COc1cc(NC(=O)C(C)Oc2ccccc2)ccc1NC(=O)COc1ccccc1 (stereo not given)	28	2	2	1.1	27	12	18	-8	-5
Cc1ccc(S(C)(=O)=O)cc1S(=O)(=O)Nc1cccc(Cl)c1	16	5	-14	-1.9	5	2	-11	2	0
Cc1ccc(NC(=O)c2nnn(-c3ccc4c(c3)OCCO4)c2N)cc1	7	2	-1	5.0	-46	3	-11	-2	7
CC(C)c1ccc(NC(=O)NC(C)c2ccc3c(c2)OCO3)cc1 (stereo not given)	21	2	18	-0.1	28	13	13	-2	-5
O=C(CNc1cccc(S(=O)(=O)N2CCOCC2)c1)Nc1ccccc1F	6	-5	1	1.3	32	8	3	2	-2
C#CCOCCOCCOCCNc1nc(N2CCN(C(=O)[C@H]([C@@H](C)CC)n3cc([C@@H](N)CO)nn3)CC2)nc(N2CCN(C(=O)[C@H](Cc3ccc(O)cc3)n3cc([C@@H](N)CC(C)C)nn3)CC2)n1	8	5	-2	0.3	-18	2	-6	0	-4
Cc1ccc2nc(CCc3ccc(N)cc3)[nH]c2c1	8	-3	-3	5.8	-35	13	21	2	1
COc1ccccc1C(=O)/C=C/c1ccc(N2CCCCC2)c([N+](=O)[O-])c1	34	-1	22	10	99*	39	22	-5	4
Cn1nc(C(F)(F)F)c(/C=N/OCc2c(Cl)cccc2Cl)c1Cl	11	-4	-10	-2.6	-11	1	28	4	1
CCOc1ccc(CN(C)C(=O)c2cc(S(=O)(=O)N3CCCC3)ccc2C)cc1	16	0	5	-2.1	15	6	13	0	0

Filtered by structure: the compounds so far containing a furan ring, fused or not (four)
SMILES	tim23-1 inh	APJ ag	TIM10 inh	CHOP UPR activ	Mdm2 MdmX PPI	tim10-1 inh	NLRP3 yeast inh	NR3A LBD binder	UPR XBP1 act
COc1cccc2cc(C(C)N(CCCN3CCOCC3)C(=S)Nc3ccc(C)cc3)oc12 (stereo not given)	16	-2	5	1.4	-1	19	1	2	-2
O=C1CCC(=O)c2oc3ccccc3c2N1	15	-1	2	-2.0	14	2	-6	0	0
c1ccc(Cn2nnnc2-c2ccco2)cc1	-1	-2	1	-1.5	15	2	-33	-1	0
CCCCNC(=S)NNC(=O)c1ccco1	1	-2	6	0.6	5	4	15	1	-1

Some values from the results shown.
COc1cc(NC(=O)C(C)Oc2ccccc2)ccc1NC(=O)COc1ccccc1 (stereo not given) @ UPR XBP1 act: -5
Cc1ccc2nc(CCc3ccc(N)cc3)[nH]c2c1 @ UPR XBP1 act: 1

(next part)
SMILES	tim23-1 inh	APJ ag	TIM10 inh	CHOP UPR activ	Mdm2 MdmX PPI	tim10-1 inh	NLRP3 yeast inh	NR3A LBD binder	UPR XBP1 act
COc1ccccc1C(=O)Nc1ccccc1SC	27	-5	6	1.7	-3	27	28	2	-2
O=C(NC1CCCC1)c1ccc(CS(=O)(=O)Cc2ccccc2Cl)o1	-6	0	-1	-0.7	9	0	7	-3	-3
CCc1nnc(NC(=O)CSc2nc3c(c(=O)n2CC)SC(C)C3)s1 (stereo not given)	-6	-1	-14	-1.1	28	-2	9	5	-6
Cc1ccc(S(=O)(=O)Nc2cccc(-n3cnnn3)c2)cc1C	14	-1	11	-1.1	3	3	6	1	-6
CCCCC(C)n1[nH]c(=O)c2c(C)cc(C)nc21 (stereo not given)	7	-3	-1	1.2	7	-1	2	0	-4
CCCNc1ncnc2sc(C)c(C)c12	59*	-5	-1	-5.1	28	-6	56*	1	-3
O=C(O)c1ccc(NS(=O)(=O)c2ccc3c(c2)OCCO3)cc1	6	-2	9	-0.4	15	16	4	0	0
CC(C)NS(=O)(=O)c1ccc(NC(=O)C(C)OC(=O)C2CCC2)cc1 (stereo not given)	-4	-4	-8	0.4	4	-8	2	2	-3
O=C(c1ccccc1Cl)N(Cc1ccc(Cl)c(Cl)c1)N1C(=O)CCCC1=O	27	-2	7	-3.2	2	19	9	0	-2
Cc1[nH]c2ccccc2c1C(=O)CSC(=S)N1CCOCC1	9	-1	19	3.6	13	30	12	14*	2
CCCCCn1c(=O)[nH]c2cc(C(=O)NCCCN(CC)CC)ccc2c1=O	12	1	-16	-3.1	-11	-1	14	0	-2
NS(=O)(=O)c1ccc(CNC(=O)c2ccc3c(c2)OCO3)cc1	-14	-2	-4	1.0	6	-13	-4	0	0
O=Cc1cn(CC(=O)NCC2CCCO2)c2ccccc12 (stereo not given)	21	4	19	-1.0	14	6	17	0	-1
Oc1ccccc1-c1n[nH]c(=S)n1Cc1ccccc1	4	1	16	-0.3	2	5	8	-2	-3
COc1ccc(OC)c(Cc2nnc(CCC(=O)NC(C3CC3)C3CC3)o2)c1	11	-2	21	-2.8	11	22	8	-3	2
